Diaph act CS: compounds boosting diaphorase resazurin reduction – biochemical, uHTS, resorufin fluorescence, counter-screen for diaphorase-coupled primary assays, primary screen. Diaphorase/resazurin coupled assay, 16 min; hits give high values; 1 = vehicle wells, 0 = NADH-free wells. activation factor at 20 µM. 190,000 tested, 0.005% active;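 active = diaphorase activity raised at least twofold by the compound at 20 µM; inactive = activation factor below 2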
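System – purified diaphorase enzyme from Clostridium kluyveri · Input – enzyme 0.07 U/mL final · Also added – final NADH 0.114 mM, resazurin 0.1 mM · Measured by – fluorescence of resorufin, 544 nm excitation, 590 nm emission · Timing – 16 min enzyme reaction, ambient temperature · Measure – resorufin increase flagging diaphorase activators or reducers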
bIAP inhibitor: bovine intestinal alkaline phosphatase inhibitors, primary screen, selectivity assay for TNAP inhibitor project, biochemical, bovine IAP, CDP-star luminescence; alkaline phosphatase, intestinal [Bos taurus]; purified bovine IAP, 30 min; inhibition, % at 20 µM; 190,000 tested, under 10 active;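 active = over 50% inhibition of intestinal alkaline phosphatase at 20 µM in the single-dose screen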
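Incubation: 30 min reaction at room temperature / Material: purified bovine intestinal alkaline phosphatase (IAP) enzyme / Input: enzyme at 1/65,000,000 dilution / Dosing: 20 µM single dose / Signal: CDP-star luminescence signal / Reagent: CDP-star chemiluminescent phosphatase substrate, 30 µM final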
bIAP act: bovine intestinal alkaline phosphatase activators, primary screen, biochemical, bovine IAP, CDP-star luminescence | alkaline phosphatase, intestinal [Bos taurus] | purified bovine IAP, 30 min; hits give high values; fold of DMSO-control signal, blank-subtracted | activation factor at 20 µM | 200,000 tested, 0.17% active | AID 1016, 2008;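 active = activation factor of 2 or more at 20 µM, a signal rise over negative controls twice the positive control's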
Diaphorase inh: diaphorase inhibitors and chemical oxidizers, primary screen, counter-screen for diaphorase-coupled primary assays, biochemical, uHTS, resorufin fluorescence. diaphorase resazurin-to-resorufin fluorescence, NADH, 16 min; bacterial (C. kluyveri) enzyme, not human. inhibition, % at 20 µM. AID 1217, 2008. 190,000 tested, 0.69% active;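 active = primary screen inhibition at 20 µM above a set limit, cut at about 50% in these data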;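 also: plate controls were DMSO with full reaction for no effect and wells lacking NADH for full effect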
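Assay system: diaphorase enzyme from Clostridium kluyveri; Input: enzyme working solution with 0.14 U/mL diaphorase; Timing: 16 min at room temperature; Technique: resorufin fluorescence, excitation 544 nm, emission 590 nm; Benchmarks: positive control minus NADH, DMSO neutral control.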
PMI act satM6P: human PMI activators, high substrate, primary screen, biochemical, fluorescence intensity, near-saturating mannose 6-phosphate. Mannose-6-phosphate isomerase (Homo sapiens), P34949. coupled PMI enzyme assay, resazurin fluorescence, 20 min; hits give high values; 1 = untreated enzyme, 0 = substrate-free blank. activation factor at 20 µM. 190,000 tested, 0.34% active;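 active = activation factor of 2 or more at 20 µM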
Target sequence (P34949 whole entry, looked up): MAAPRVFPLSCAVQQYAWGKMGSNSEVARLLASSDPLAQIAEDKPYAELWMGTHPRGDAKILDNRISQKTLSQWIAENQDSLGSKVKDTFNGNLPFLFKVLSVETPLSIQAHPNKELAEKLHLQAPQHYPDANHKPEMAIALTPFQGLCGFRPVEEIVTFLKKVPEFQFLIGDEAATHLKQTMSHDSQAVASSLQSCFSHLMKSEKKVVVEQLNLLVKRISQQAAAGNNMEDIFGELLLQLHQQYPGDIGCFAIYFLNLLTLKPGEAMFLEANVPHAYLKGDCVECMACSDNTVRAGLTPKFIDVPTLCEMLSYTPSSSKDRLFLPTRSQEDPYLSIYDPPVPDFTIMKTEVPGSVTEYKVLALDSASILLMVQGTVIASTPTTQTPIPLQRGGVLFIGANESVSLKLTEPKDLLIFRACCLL
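Material: human phosphomannose isomerase with PGI, G6PDH, diaphorase coupling enzymes; amount: PMI at 15 ng/mL final; also added: Mannose-6-phosphate 1.0 mM (near-saturating) plus 0.22 mM NADP+; incubation: enzyme reaction with compound 20 min at room temperature; signal: resorufin fluorescence (Ex 544/Em 590 nm) from resazurin via diaphorase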
TNAP inh hi DEA: human TNAP enzyme inhibitors, primary screen, biochemical, luminescent, high phosphate acceptor level, uHTS. purified TNAP, CDP-star luminescence, 1 M DEA. inhibition, % at 20 µM. AID 1135, 2008. Alkaline phosphatase, tissue-nonspecific isozyme (Homo sapiens), P05186. 200,000 tested, 0.03% active;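 active = over 50% inhibition of tissue-nonspecific alkaline phosphatase at 20 µM in the single-dose screen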;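 also: plate controls were DMSO wells for no effect and EDTA-quenched wells as full inhibition for full effect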
Target sequence (P05186 whole entry, looked up): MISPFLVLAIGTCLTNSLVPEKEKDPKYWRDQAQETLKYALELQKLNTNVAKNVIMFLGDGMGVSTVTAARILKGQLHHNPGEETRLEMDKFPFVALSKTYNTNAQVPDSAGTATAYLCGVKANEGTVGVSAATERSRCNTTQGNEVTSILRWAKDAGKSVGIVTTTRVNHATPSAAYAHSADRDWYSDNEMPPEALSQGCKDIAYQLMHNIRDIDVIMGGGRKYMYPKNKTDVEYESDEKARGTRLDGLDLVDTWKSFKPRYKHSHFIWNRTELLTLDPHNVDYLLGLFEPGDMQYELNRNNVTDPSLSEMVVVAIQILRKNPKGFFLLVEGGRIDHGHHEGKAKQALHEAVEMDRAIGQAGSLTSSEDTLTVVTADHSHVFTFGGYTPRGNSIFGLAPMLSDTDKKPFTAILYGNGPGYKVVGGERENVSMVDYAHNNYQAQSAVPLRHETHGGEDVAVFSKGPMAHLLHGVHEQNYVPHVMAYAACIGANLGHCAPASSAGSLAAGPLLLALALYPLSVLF
TNAP act hi DEA: TNAP activators at high phosphate acceptor level, primary screen, biochemical, luminescence, uHTS; 200,000 tested, under 10 active; AID 1136, 2008; purified TNAP, CDP-star luminescence, 1 M DEA, 30 min; hits give high values; 0 = EDTA background, 1 = DMSO-only activity; activation factor at 20 µM; Alkaline phosphatase, tissue-nonspecific isozyme (Homo sapiens), P05186;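 active = activation factor at least 2 at 20 µM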
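Dosing: 20 µM single point. System: human TNAP. Amount: TNAP 1/800 final. Incubation: 30 min, room temperature. Read-out: TNAP activation factor scaled between EDTA and DMSO control wells. Signal: luminescence from CDP-star hydrolysis. Medium: 1 M DEA, pH 9.8, Mg2+, Zn2+. Control set: EDTA negative control, DMSO positive control.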
PMI act: activators of human PMI, primary screen, biochemical, fluorescence intensity, near-Km mannose 6-phosphate | 190,000 tested, 0.005% active | Mannose-6-phosphate isomerase (Homo sapiens), P34949 | activation factor at 20 µM | purified human PMI, coupled resazurin fluorescence, 20 min; hits give high values; 1 = vehicle control, 0 substrate-free wells;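 active = activation factor of 2 or more at 20 µM, relative to plate controls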
L major viab: Leishmania major promastigote growth inhibition, primary screen; Leishmania major promastigotes, resazurin fluorescence viability; inhibition, % at 10 µM; 200,000 tested, 9% active; AID 1063, 2008; in the data active = inhibition above about 50%;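 also: promastigotes grown with compound for 44 hours at 28 °C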
TNAP inh no acc: human TNAP enzyme inhibitors, primary screen, biochemical, luminescent, no phosphate acceptor, uHTS; inhibition, % at 20 µM; AID 1012, 2008; 200,000 tested, 0.26% active; Alkaline phosphatase, tissue-nonspecific isozyme (Homo sapiens), P05186; purified TNAP, CDP-star luminescence, 30 min;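 active = tissue-nonspecific alkaline phosphatase inhibition above about 50% at 20 µM in the single-dose screen, limit read from the data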;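 also: 0% = DMSO negative control and 100% = EDTA positive control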
* = called active by the depositor; . = no result given.

SMILES	Diaph act CS	bIAP inhibitor	bIAP act	Diaphorase inh	PMI act satM6P	TNAP inh hi DEA	TNAP act hi DEA	PMI act	L major viab	TNAP inh no acc
CC1CCC(NC(=O)CN(C)S(=O)(=O)c2cnc[nH]2)CC1 (configuration not stated)	0.8	3	1	21	1.1	7	0.9	1	-4	4
COc1ccc(CCNc2oc(-c3ccc(C)cc3)nc2C#N)cc1OC	1	-1	1	3	0.9	-7	1.1	1	-7	0
O=C(CCN1C(=O)c2ccccc2C1=O)NCCC1=CCCCC1	1.1	9	0.9	-7	1.1	-2	1	1.2	-1	-6
CCOc1cc(/C=N/n2cnnc2)ccc1OS(=O)(=O)c1ccc(C)cc1	0.8	-1	1	19	1	-5	1.1	0.9	79*	-8
CC1=C(C(=O)N(C)C)C(c2ccccc2OC(F)F)NC(=O)N1 (configuration not stated)	1	3	1	2	1.2	-3	1	1	-4	-9
CC(=O)Oc1ccc(-c2cccc(C(=O)OCC(=O)Nc3ccccc3Oc3ccccc3)c2)cc1	0.8	14	0.9	22	0.9	-3	1	0.9	9	-4
N=c1ncn(CC(O)CN2CCOCC2)c2nc(N3CCOCC3)[nH]c12 (configuration not stated)	1	7	0.9	2	1.1	-3	1	1	6	-13
O=C(CCS(=O)(=O)c1ccccc1)Nc1ccccc1F	1.1	-1	1	-9	1.1	-4	1	1.1	5	-6
O=c1c2c(nc3n1CCCCC3)sc1c(O)c(Br)ccc12	0.7	8	0.9	28	0.9	-3	1	0.8	-6	-8
COC(=O)c1ccc(C)c(NC(=O)CN(c2ccc3c(c2)OCO3)S(C)(=O)=O)c1	0.9	-2	1	14	1	-3	1	0.9	7	1
O=C(Nc1sc2c(c1C(=O)O)CCC2)c1cccs1	0.7	6	0.9	26	0.9	-4	1	0.8	-1	-9
O=C(c1cccc(C(=O)N2CCc3ccccc32)n1)N1CCc2ccccc21	0.8	-4	1	16	0.9	-8	1.1	0.9	3	-14
O=C(Nc1ccccc1N1CCCCC1)c1ccc2nccnc2c1	0.7	0	1	34	1	-8	1.1	1	32	-13
O=C(Cn1c2ccccc2c(=O)c2cc([N+](=O)[O-])ccc21)Nc1ccccc1Cl	1	13	0.9	-3	1	0	1	1	22	-13
O=C(c1ccccc1)N1CCN(Cc2ccccc2C(F)(F)F)CC1	0.9	3	1	8	1.1	0	1	1.1	12	-9
CC(=O)Nc1cccc(C(=O)OCc2ccc(C(=O)Oc3ccc(Cl)cc3)cc2)c1	1	4	1	4	1	-6	1.1	1	0	-2
CCOc1ncccc1C(=O)NCc1ccccc1	0.9	.	0.3	8	0.9	0	1	0.9	54*	-6
COc1ccc(Oc2nc(C(F)(F)F)nc3ccccc23)cc1	1	6	0.9	4	0.9	3	1	0.8	-1	0
O=C(Nc1ccc2[nH]c(=O)[nH]c2c1)C(F)(F)F	0.9	-8	1.1	6	1	0	1	1.1	-3	-7
CC(=O)Oc1c(C(=O)c2nnc(C)o2)c(=O)n(Cc2ccccc2)c2ccccc12	0.8	-41	1.4	18	1.1	-2	1	1	47	-8

Ordered by length of the SMILES (smallest number first): part of the list above.
SMILES	Diaph act CS	bIAP inhibitor	bIAP act	Diaphorase inh	PMI act satM6P	TNAP inh hi DEA	TNAP act hi DEA	PMI act	L major viab	TNAP inh no acc
O=C(Nc1sc2c(c1C(=O)O)CCC2)c1cccs1	0.7	6	0.9	26	0.9	-4	1	0.8	-1	-9
O=C(CCS(=O)(=O)c1ccccc1)Nc1ccccc1F	1.1	-1	1	-9	1.1	-4	1	1.1	5	-6
O=C(Nc1ccc2[nH]c(=O)[nH]c2c1)C(F)(F)F	0.9	-8	1.1	6	1	0	1	1.1	-3	-7
COc1ccc(CCNc2oc(-c3ccc(C)cc3)nc2C#N)cc1OC	1	-1	1	3	0.9	-7	1.1	1	-7	0
CC1=C(C(=O)N(C)C)C(c2ccccc2OC(F)F)NC(=O)N1 (configuration not stated)	1	3	1	2	1.2	-3	1	1	-4	-9
O=C(c1cccc(C(=O)N2CCc3ccccc32)n1)N1CCc2ccccc21	0.8	-4	1	16	0.9	-8	1.1	0.9	3	-14
CC(=O)Oc1c(C(=O)c2nnc(C)o2)c(=O)n(Cc2ccccc2)c2ccccc12	0.8	-41	1.4	18	1.1	-2	1	1	47	-8
O=C(Cn1c2ccccc2c(=O)c2cc([N+](=O)[O-])ccc21)Nc1ccccc1Cl	1	13	0.9	-3	1	0	1	1	22	-13
CC(=O)Oc1ccc(-c2cccc(C(=O)OCC(=O)Nc3ccccc3Oc3ccccc3)c2)cc1	0.8	14	0.9	22	0.9	-3	1	0.9	9	-4

Next part.
SMILES	Diaph act CS	bIAP inhibitor	bIAP act	Diaphorase inh	PMI act satM6P	TNAP inh hi DEA	TNAP act hi DEA	PMI act	L major viab	TNAP inh no acc
COCCCN1C(=O)c2[nH]nc(-c3ccccc3O)c2C1c1ccc(Cl)cc1 (configuration not stated)	0.8	-18	1.2	16	0.8	-3	1	0.8	66*	-23
Cc1cccc(NC(=O)c2cccs2)n1	1	3	1	-2	1.1	1	1	1.1	4	8
Cc1cc(C)c(S(=O)(=O)N2CCN(C(=O)c3cccs3)CC2)c(C)c1	0.9	-8	1.1	7	1	1	1	1	62*	-9
COc1ccc(OC)c(CN2CCN(c3ccccc3OC)CC2)c1	0.9	-4	1	9	1	2	1	0.9	1	-7
CCOC(=O)/C(C#N)=C\N(C)C	0.9	5	0.9	8	1.1	-6	1.1	1	-6	-1
O=c1c2cc(-c3ccccc3)sc2nc2n1CCC2	0.9	-8	1.1	9	0.9	-2	1	0.9	1	-2
CSc1nc(N)nc(SCC(=O)C(C)(C)C)c1C#N	0.9	2	1	8	1	-6	1.1	1	2	-3
CCOc1ccc(NC(=O)CCSc2nc3c(c(CC)c2C#N)C(=O)CC(C)(C)C3)cc1	0.8	5	0.9	22	0.9	2	1	0.8	18	-1
CC(C)Oc1ccccc1/C=N/NC(=O)c1ccc(F)cc1	0.8	12	0.9	16	0.8	3	1	0.8	-1	0
Cc1ccc(S(=O)(=O)N2CCSC2c2ccco2)cc1 (configuration not stated)	0.8	36	0.6	20	0.6	-2	1	1	2	-7
COc1cccc(/C=N\n2c(C)nnc2C)c1OC	0.9	5	0.9	12	1	-3	1	1	-3	-8
CCC(=O)Oc1ccc(C(=O)Nc2c[nH]c(=O)[nH]c2=O)cc1	1	3	1	-2	1.1	-5	1.1	1.1	-5	-1
COc1cccc(NC(=O)Cn2c(=O)c3c(ncn3Cc3ccccc3)n(Cc3ccccc3)c2=O)c1	1	4	1	4	1.1	-7	1.1	1	69*	14
CCc1c(C#N)c(SCCC(=O)Nc2cccc(OC)c2)nc2c1C(=O)CC(C)(C)C2	0.7	13	0.9	31	0.8	-6	1.1	0.9	7	-6
O=[N+]([O-])c1ccc(N2CCN(S(=O)(=O)c3ccccc3)CC2)cc1NCc1cccnc1	0.8	23	0.8	17	0.8	10	0.9	0.9	5	3
O=C(Nc1ccccc1N1CCOCC1)c1ccc2c(c1)OCO2	1.2	-9	1.1	-19	1.1	-9	1.1	1.1	1	-5
O=C(Cn1cc[n+](CC(=O)c2ccccc2)c1)c1ccccc1	1	6	0.9	0	1	-2	1	1	-5	-10
COCCCNCCCCOc1ccc(Br)cc1Cl	0.5	-1	1	45	1.1	-2	1	0.9	98*	-3
COc1ccccc1N1CCN(c2ncnc3nc[nH]c23)CC1	0.9	-10	1.1	12	0.9	-4	1	0.9	12	-54
CCS(=O)(=O)N1N=C(c2ccccc2)CC1c1ccc2nccnc2c1 (configuration not stated)	0.9	4	1	14	1	-1	1	1	-5	-14
CCOC(=O)c1[nH]c(C)c(C(=O)NCCCOC(C)C)c1C	1	9	0.9	0	1	0	1	0.9	-4	-7
CCNC(=O)c1sc(=S)n(CC)c1N	1	7	0.9	1	1.1	0	1	0.9	-9	-8
CCCCC(=O)NC(=S)Nc1ccc(S(=O)(=O)N2CCCC2)cc1	0.8	2	1	21	1	-5	1	1	3	-3
Cc1cccc2cc(C#N)c(N3CCN(C)CC3)nc12	0.9	4	1	7	0.9	2	1	0.9	18	-2
CN1CCN(c2ccccc2NC(=O)c2ccc(-c3ccc(Cl)cc3Cl)o2)CC1	1	-4	1	0	1.1	-6	1.1	1.1	99*	-12
COc1ccc(N(CC(=O)Nc2cccc(C)c2)S(=O)(=O)c2c(C)n[nH]c2C)cc1	0.9	-12	1.1	15	0.9	-4	1	0.9	44	-7
C=CCn1c(SCC(=O)Nc2sc(C)c(C)c2C(=O)OCC)nnc1-c1sc(N)nc1C	0.9	0	1	8	0.9	-2	1	0.9	22	-9
CCN(C(=O)Cn1cc(C(F)(F)F)ccc1=O)c1c(N)n(Cc2ccccc2)c(=O)[nH]c1=O	1.1	1	1	-6	1	0	1	1.1	-7	-7
Cc1cnn(CCC(=O)NNC(=S)NCC(C)C)c1	0.7	.	0.5	25	0.8	-4	1	0.6	20	-147

High-throughput results deposited in PubChem BioAssay by several laboratories.
